Screening results: PubChem BioAssay, several laboratories
FAS TE block – FAS thioesterase (human) inhibition | 360,000 compounds, 0.67% hits | recombinant FAS-TE, OMFH fluorogenic substrate, fluorescence endpoint | P49327 | AID 602261 | inhibition, % at 15 µM;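 active means compounds whose normalised, plate-corrected inhibition of enzyme fluorescence in the single-dose primary screen is 50% or more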;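 further: 0% = DMSO with enzyme and 100% = substrate without enzyme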
MT1-MMP act inh – MT1-MMP (human) activation inhibition. 360,000 compounds, 0.061% hits. AID 651647. GFP/RFP ratio change, % at 20 µM. HT1080 RFP-PRO-GFP cells, GFP/RFP ratio fluorescence, overnight; percent of plate control window, DMSO zero;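 active means GFP/RFP ratio change of at least 30% with cell ATP level not reduced by more than half and red fluorescence within 50% of control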; further: strong numbers were not always called active
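Read-out: GFP/RFP fluorescence ratio; Test system: RFP-PRO-GFP reporter HT1080 cells; Compound dosing: single-point 20 µM compound, 1% DMSO; Times: overnight compound exposure at 37 °C.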
MsrA act – activators of bovine methionine sulfoxide reductase A; purified bovine MsrA, absorbance read-out; 360,000 compounds, 0.3% hits; activation, % at 10.6 µM; in the data active means activation above about 7.5%;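 further: 0% = vehicle and 100% = reference activator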
Rpn11 inh – Rpn11 (human) deubiquitinase inhibition; O00487; human 26S proteasome, Ub4-pepOG fluorescence polarization; 20S core pre-blocked with epoxomicin; calls only at 20 µM; 360,000 compounds, 0.59% hits; AID 588493;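 active means inhibition at 20 µM, scaled to each plate's controls, above about 33%, limit read from the data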
CSN deneddyl inh – blocks human CSN-mediated cullin deneddylation. AID 651999. Purified CSN, SCF-Nedd8-OG deneddylation, fluorescence polarization. inhibition, % at 12.5 µM. Q92905. 360,000 compounds, 0.38% hits;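 active means pattern-corrected inhibition above about 35%, with an unprinted fluorescence ratio check between 0.5 and 1.5, limit read from the data, passing the limit was not always enough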;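 further: 0% = enzyme with substrate and 100% = substrate without enzyme; some results filed as inactive read as strong as hits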
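Test system: Human Csn5 produced in HEK293T cells | Compound: 12.5 µM single point | Times: 90 min, room temperature | Signal: Fluorescence polarization readout | Read-out basis: % inhibition of substrate cleavage by Csn5 | Controls: no-enzyme wells high, enzyme-with-substrate wells low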
MsrA inh – inhibits bovine methionine sulfoxide reductase A; purified bovine MsrA, absorbance read-out; inhibition, % at 15.5 µM; 360,000 compounds, 0.75% hits; AID 651718; in the data active means inhibition above about 4.5%;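 further: 0% = vehicle wells with enzyme and 100% = reference inhibitor wells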
MLLE-PAM2 inh – inhibitors of microRNA-mediated deadenylation, human PABP1 MLLE binding; P11940; GST-MLLE / FITC-PAM2 fluorescence polarization; inhibition, % at 20 µM; 360,000 compounds, 0.36% hits; AID 588489; in the data active means inhibition above about 35%, passing the limit was not always enough;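 further: plate controls were DMSO wells with GST-MLLE for no effect and wells lacking GST-MLLE protein for full effect; some results filed as inactive read as strong as hits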
Rin1 Abl inh – inhibitors of human Rin1-Abl protein interaction; P00519+Q13671; TR-FRET Rin1/Abl binding, biochemical; inhibition, % at 7.35 µM; 360,000 compounds, 0.4% hits; AID 588664; in the data active means inhibition above about 5%, passing the limit was not always enough
E coli Lon inh – inhibits E. coli Lon protease | P0A9M0 | purified E. coli Lon protease, fluorescence polarization | inhibition, % at 7.94 µM | 360,000 compounds, 0.42% hits | AID 602123; in the data active means inhibition above about 13%, passing the limit was not always enough;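 further: 0% = enzyme with probe and DMSO and 100% = no enzyme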
Numbers without * were called inactive; i = inactive; / = no result given.

SMILES	FAS TE block	MT1-MMP act inh	MsrA act	Rpn11 inh	CSN deneddyl inh	MsrA inh	MLLE-PAM2 inh	Rin1 Abl inh	E coli Lon inh
Cc1cc(C)c(NC(=O)Cn2c(=O)n(Cc3ccco3)c(=O)c3ccccc32)c(C)c1	1	3	-10	i	2	1.9	-1	2	-8
CCN1CCN(C(=O)CCc2nnc(CCc3ccc(OC)cc3)o2)[C@@H](C)C1=O	-2	3	-5	i	1	-0.1	-9	2	-3
O=C(CSc1ccc(F)cc1)N1CCN(S(=O)(=O)c2ccccc2)CC1	-5	-1	-1	i	-7	1.7	4	0	8
Cc1ccc(CNc2ccc(CNc3ncn[nH]3)cc2)cc1	-8	-2	-2	i	-3	-1.2	3	0	1
Cc1scc(-c2n[nH]c(=S)n2Cc2ccccc2)c1C	-4	-4	-3	i	-12	-0.9	-2	0	-9
Cc1nn(Cc2c(F)c(F)c(F)c(F)c2F)c(C)c1NC(=O)c1c([N+](=O)[O-])cnn1C	5	-7	-3	i	-5	0.2	-19	4	-10
Cc1c(C(=O)NNC(=S)Nc2ccc(S(N)(=O)=O)cc2)oc2ccccc12	-1	-3	2	i	4	1.9	17	1	-2
CS/C(N)=N/C(=S)Nc1cccc(Cl)c1	8	5	-2	i	1	1.1	25	0	1
COc1ccc(/C=N/NC(=O)CCC(=O)Nc2ccc(Br)cc2)c(OC)c1	9	2	0	i	6	1.5	-9	-5	10
CC1CN(Cc2ccccc2)c2ccccc2NC1=S (stereo not given)	11	-4	-3	i	-6	1.5	15	1	-7
C=C1CCN([C@H](C(=O)NCc2ccc(OC)cc2)C(C)C)S(=O)(=O)c2ccccc21	-4	-1	-2	i	1	0.3	-9	-3	-5
CN(C)S(=O)(=O)Nc1ccc(Oc2ccccc2)cc1	0	7	-2	i	2	0.9	11	-4	-2
CCn1c(COc2ccccc2C(N)=O)nc2ccccc21	-8	6	0	i	1	-0.4	16	-1	6
CCn1cc(C(=O)OC(C)C(=O)Nc2c(C)n(C)n(-c3ccccc3)c2=O)c(=O)c2ccc(C)nc21 (stereo not given)	-9	0	-10	i	-1	0.6	-16	3	5
CCN1CC(=O)Nc2cc(S(=O)(=O)N3CCOCC3)ccc21	0	4	-2	i	5	-1.1	-2	-1	3
C/C(CC(=O)Nc1cccc2c1CCCC2)=N\NC(=O)c1ccccc1N	1	2	1	i	-3	-0.1	0	2	8
CCOC(=O)N1CCc2c(sc3c2c(=O)n(Cc2ccccc2)c(=O)n3Cc2ccccc2F)C1	20	-11	4	i	2	-0.3	-4	0	-7
N#CCC(=O)N/N=C/c1c2ccccc2cc2ccccc12	-7	-3	-3	i	2	-0.2	-6	3	3
Cc1ccc(CNC(=O)c2ccc(N3CCC4(CC3)CC(c3cccc(Br)c3)=NO4)c(NC(=O)c3ccc(Cl)c([N+](=O)[O-])c3)c2)cc1	14	-1	0	i	0	0.4	-8	0	-10
Cc1nc(SCC(=O)OCc2ccccc2)c(C#N)c(-c2ccccc2)c1C(=O)Nc1ccccc1	25	-9	-4	i	1	1.2	0	0	2
Fc1ccccc1N1CCN(Cc2cccnc2)CC1	3	2	-5	i	2	0.7	10	-2	-6
Cn1ncc(Cl)c1C(=O)N1CCN(C23CC4CC(CC(C4)C2)C3)CC1	-6	0	-10	i	2	0.4	-2	-3	6
CC1=C(CC(=O)c2ccccc2)C(=O)c2ccccc2C1=O	3	-32	4	i	-2	-0.1	20	-3	-3
CCOC(=O)[C@]12CCC=C1N(CCC1=CCCCC1)C(=O)[C@H](CC(=O)N1CCCCC1)C2	-5	2	-1	/	-1	-0.7	/	/	2
N/C(=N\c1nc2ccccc2o1)NC(=O)/C=C/c1ccccc1	-2	1	-2	i	-6	2.0	-5	0	4
Cc1ccc(/C=N/NC(=O)c2cccnc2)o1	-4	4	-3	i	-4	2.9	0	-1	0
CCOc1ccc(S(=O)(=O)N2CCC(C(=O)NC3CCCCC3)CC2)cc1	0	0	-2	i	-1	-1.4	15	1	-9
CCCCCOC(=O)Nc1nnc(CCC)s1	-10	-1	-11	i	-2	-0.4	14	1	-11
COc1ccc(CN2CCN(Cc3ccc(OC)c(OC)c3OC)CC2)cc1	2	1	-2	i	-3	-0.9	2	2	1
CCc1nnc(NC(=O)c2cc(-c3ccncc3)nc3ccccc23)s1	-2	-1	-1	i	-2	0.6	-4	3	-8

6 structures already listed, arranged by length of the SMILES, largest number first.
SMILES	FAS TE block	MT1-MMP act inh	MsrA act	Rpn11 inh	CSN deneddyl inh	MsrA inh	MLLE-PAM2 inh	Rin1 Abl inh	E coli Lon inh
Cc1ccc(CNC(=O)c2ccc(N3CCC4(CC3)CC(c3cccc(Br)c3)=NO4)c(NC(=O)c3ccc(Cl)c([N+](=O)[O-])c3)c2)cc1	14	-1	0	i	0	0.4	-8	0	-10
Cc1nn(Cc2c(F)c(F)c(F)c(F)c2F)c(C)c1NC(=O)c1c([N+](=O)[O-])cnn1C	5	-7	-3	i	-5	0.2	-19	4	-10
COc1ccc(/C=N/NC(=O)CCC(=O)Nc2ccc(Br)cc2)c(OC)c1	9	2	0	i	6	1.5	-9	-5	10
CCc1nnc(NC(=O)c2cc(-c3ccncc3)nc3ccccc23)s1	-2	-1	-1	i	-2	0.6	-4	3	-8
N/C(=N\c1nc2ccccc2o1)NC(=O)/C=C/c1ccccc1	-2	1	-2	i	-6	2.0	-5	0	4
Cc1ccc(CNc2ccc(CNc3ncn[nH]3)cc2)cc1	-8	-2	-2	i	-3	-1.2	3	0	1

New compounds follow.
SMILES	FAS TE block	MT1-MMP act inh	MsrA act	Rpn11 inh	CSN deneddyl inh	MsrA inh	MLLE-PAM2 inh	Rin1 Abl inh	E coli Lon inh
O=c1c2ccccc2c(=O)n(-c2ccccc2)n1-c1ccccc1	-4	1	-8	i	-6	1.4	-2	8	-6
O=C(N/N=C/c1ccc([N+](=O)[O-])s1)c1ccncc1	-3	-3	-1	i	4	/	4	3	-11
CCOC(=O)c1sc(NC(=O)CSc2nnnn2-c2ccccc2)nc1C	0	-5	-2	i	7	1.1	-28	3	-1
CN(CCCNS(=O)(=O)c1cccc2cccnc12)Cc1ccccc1	-2	-3	0	i	-7	-0.6	-12	-2	8
CC(C)n1cc(/C=C2/NC(=O)N(c3cccc(Cl)c3)C2=O)c2ccccc21	22	-34	-1	i	1	0.8	-19	4	-2
CC(=O)c1c(Nc2ccccc2)sc(C(=O)c2ccccc2)c1C	21	-6	-7	i	-1	1.4	-14	-1	5
O=C(N/N=C1/CCSC1)c1cccc([N+](=O)[O-])c1	-2	6	-3	i	1	1.4	33	-4	4
Cc1cc(C)cc(OCC(=O)NNC(=O)CCC(=O)NCc2ccccc2)c1	-4	2	0	i	-3	-1.2	-13	1	-2
CCOC(=O)c1sc(=NC(=O)c2ccc(Br)cc2)n(C)c1C	-6	-2	-6	i	-1	-0.3	-9	4	3
Cc1ccccc1OCCC(=O)OCC(=O)NNC(=O)c1cccs1	-3	0	-8	i	-6	0.1	-4	2	-2
COC(=O)N(C)C[C@H]1OCc2cnnn2CCCC(=O)N([C@@H](C)CO)C[C@@H]1C	-7	0	-1	i	-3	-0.5	8	-1	2
O=C1NC2(CCN(Cc3ccccc3)CC2)Oc2ccccc21	-10	2	-13	i	1	-0.3	8	-1	-3
Cc1cc(C)cc(N(C(=O)c2csnn2)C(C(=O)NC(C)(C)C)c2cccs2)c1 (stereo not given)	-2	0	-2	i	4	-1.1	6	4	-9
O=[N+]([O-])c1ccc(S(=O)(=O)Nc2ccc(-c3ccccc3)cc2)cc1	70*	2	-2	i	-2	-0.3	-3	0	-12
c1ccc(C(c2nnnn2C2CCCCC2)N2CCc3ccccc3C2)nc1 (stereo not given)	-1	-11	0	i	-1	/	20	1	-1
CC(=O)Nc1ccc2c(CN3C(=O)NC(C)(c4ccc(C)cc4)C3=O)cc(=O)oc2c1 (stereo not given)	2	2	-3	i	-7	0.6	-8	-4	5
COc1ccc(-c2ccc3nnc(SCC(=O)N4CCCC4)n3n2)cc1	-5	7	-1	i	-6	0.3	9	-5	-13
COc1ccc(C2CC(=O)N3CN(c4ccc(C)c(Cl)c4)CSC3=C2C#N)cc1 (stereo not given)	20	1	-1	i	11	3.1	-40	0	-10
Cc1ccnc(NC(=O)CCC(=O)N(CC(=O)NCc2ccc(F)cc2)Cc2ccco2)c1	0	-3	-3	i	3	-1.6	11	1	-3
CCOc1ccccc1OCC(=O)Nc1ccccc1C(=O)NC1CC1	-6	2	-3	i	-5	1.4	-2	0	5
O=[N+]([O-])c1ccc(Nc2ccccc2O)c([N+](=O)[O-])c1	5	-34	-4	i	14	5.7*	-24	-5	-25
Cc1ccccc1C(=O)Nc1nnc(CC(=O)N/N=C/c2ccco2)s1	-6	-1	-1	i	-3	0.2	-17	-6	-1
CN(CC(=O)Nc1ccc(Cl)c(Cl)c1)C(=O)C12CC3CC(CC(C3)C1)C2	54*	-6	-2	i	1	-0.9	-5	3	-9
CSc1nc(-c2ccccc2)nc2c1COC(C)(C)C2	18	-23	-5	i	-4	-1.1	0	0	-2
O=C(CNC(=O)COc1ccccc1)NCCN1CCOCC1	-2	4	-4	i	-1	-0.6	0	0	0
CC(C)(C)C1CCC(=NNC(=O)c2ccco2)CC1 (stereo not given)	-4	-2	-4	i	1	1.5	-1	0	-2
CC(C)NC(=O)CSc1nnc(-c2ccc(F)cc2)c2ccccc12	2	-1	-6	i	5	0.0	-7	3	6
COc1cccc(CN(C)C(=O)C2CCC(=O)N(Cc3cccc(F)c3)C2)c1 (stereo not given)	-4	0	-3	i	-3	0.5	4	6	-5
Cc1cccc(NC(=O)c2cccc(NS(=O)(=O)c3ccc(Cl)cc3)c2)c1	17	7	-2	i	-1	/	-5	1	-4
Cc1cn(CCOc2ccc(Cl)cc2)c(=O)[nH]c1=O	-2	5	-8	i	-3	-0.5	-7	2	-15
CCN1C(=S)N[C@@H](c2cccs2)C(C(=O)OC)=C1C	-4	0	-4	i	-4	0.6	-56	3	1
OC(CNCc1ccco1)Cn1c2ccccc2c2ccccc21 (stereo not given)	0	-4	-3	i	3	1.8	-4	5	-13
Cc1ncc(COCc2ccccc2)c(CO)c1OCc1ccccc1	-3	4	-2	i	-4	0.1	1	1	1
COc1ccccc1CNC(=O)CSc1ccc(Br)cc1	1	0	-5	i	-7	0.4	13	0	5
COc1ccc(COC(=O)C2CCN(S(=O)(=O)c3ccc(F)cc3)CC2)cc1	27	3	-8	i	2	-0.3	-1	1	-9
COc1cc(OC)c(-c2nc3cnccc3n2C)cc1OC	-6	-2	-6	i	1	-0.5	-9	3	11
CC(NC(=O)C(c1ccccc1)c1ccccc1)C(=O)O (stereo not given)	-7	5	-2	i	2	-0.1	13	-1	-4
Cc1ccc(S(=O)(=O)Nc2nc3ccccc3nc2NCC2CCCO2)cc1 (stereo not given)	-4	3	0	i	-4	1.8	9	-4	3
Cc1ccc(C(=O)Oc2ccc(Br)cc2C(=S)N2CCOCC2)cc1	18	1	-1	i	1	-1.3	-3	1	-12
CCn1c(SCC(=O)NCCc2ccccc2)nnc1-c1ccco1	-7	1	0	i	2	-0.1	4	-4	-9
Cc1ccccc1-c1csc(C(C)(O)c2ccccc2)n1 (stereo not given)	2	-2	2	i	2	0.0	-2	-3	-5
O=C(c1ccc(S(=O)(=O)c2ccccc2Cl)c([N+](=O)[O-])c1)N1CCN(Cc2ccccc2)CC1	27	-13	-2	i	2	0.4	-8	3	-9
